Source: PubChem BioAssay (several laboratories)
EphB4 ephrin blk: blocks human EphB4 binding to ephrin-B2 | P54760 | EphB4 LBD / TNYL-RAW-Alexa532 peptide, fluorescence polarization | inhibition, % at 7 µM | 97,000 tested, 0.15% active | AID 720;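 active = inhibition above the screen-wide mean inhibition plus 3 SD, cut at about 15% in these data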;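 note: 0% = DMSO wells and 100% = excess unlabeled TNYL-RAW peptide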
Target sequence (P54760 whole entry, looked up, the tested form may be a part): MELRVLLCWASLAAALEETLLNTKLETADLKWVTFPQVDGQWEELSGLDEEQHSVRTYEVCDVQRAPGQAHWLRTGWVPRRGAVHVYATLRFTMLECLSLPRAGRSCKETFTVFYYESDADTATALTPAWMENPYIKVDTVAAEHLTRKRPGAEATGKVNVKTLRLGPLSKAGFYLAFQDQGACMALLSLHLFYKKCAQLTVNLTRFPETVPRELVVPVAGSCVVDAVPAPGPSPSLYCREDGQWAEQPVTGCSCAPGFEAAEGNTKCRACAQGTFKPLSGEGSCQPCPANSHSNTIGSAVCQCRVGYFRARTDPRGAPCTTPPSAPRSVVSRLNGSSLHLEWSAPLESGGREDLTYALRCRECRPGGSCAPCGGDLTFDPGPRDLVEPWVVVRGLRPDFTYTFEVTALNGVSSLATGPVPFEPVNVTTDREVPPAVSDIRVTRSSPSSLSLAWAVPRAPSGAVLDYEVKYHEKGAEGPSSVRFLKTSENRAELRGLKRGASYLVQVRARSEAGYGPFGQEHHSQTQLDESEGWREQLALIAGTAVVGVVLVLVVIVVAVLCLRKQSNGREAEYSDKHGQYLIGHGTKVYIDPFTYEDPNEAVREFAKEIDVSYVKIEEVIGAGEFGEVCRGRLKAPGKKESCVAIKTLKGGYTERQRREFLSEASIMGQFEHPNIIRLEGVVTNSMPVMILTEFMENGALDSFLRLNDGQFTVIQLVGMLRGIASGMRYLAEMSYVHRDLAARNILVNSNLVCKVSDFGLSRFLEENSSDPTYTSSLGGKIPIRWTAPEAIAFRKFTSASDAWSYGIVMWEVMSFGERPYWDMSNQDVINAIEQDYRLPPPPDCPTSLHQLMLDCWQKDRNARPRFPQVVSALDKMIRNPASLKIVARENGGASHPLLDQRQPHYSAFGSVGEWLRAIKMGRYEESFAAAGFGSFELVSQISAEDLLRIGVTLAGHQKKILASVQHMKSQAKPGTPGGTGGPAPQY
CYP2C9 act: CYP2C9 (human) activation; P11712; recombinant CYP2C9, luciferin-H conversion, luminescence; active compounds read high; factor 1 = untreated enzyme, 0 = blocked; activation factor at 5 µM; 96,000 tested, 1.4% active; AID 1024;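 active = activation factor of 2 or more for CYP2C9 at a 5 µM dose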;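 note: 0 = sulfaphenazole-blocked wells and 1 = vehicle-only wells; values of inactives mirror those of a sister screen read the other way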
PLAP act: human PLAP activation | P05187 | purified PLAP enzyme, luminescent substrate read-out; active compounds read high | activation fold at 20 µM | 96,000 tested, 1.2% active; in the data active = activation fold above about 2
CYP2C19 inhib: human CYP2C19 inhibition; P33261; CYP2C19 Supersomes, luciferin-H EGE luminescence, 30 min; inhibition, % at 5 µM; 96,000 tested, 21% active; AID 778;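 active = CYP2C19 inhibition above a set limit at 5 µM in the primary screen, cut at about 50% in these data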;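 note: plate controls were negative control wells for no effect and 2.5 mM tranylcypromine positive control for full effect; values of inactives mirror those of a sister screen read the other way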
PLK1 kinase inh: blocks human PLK1 kinase activity; 97,000 tested, 0.53% active; P53350; recombinant PLK1 kinase, TR-FRET peptide phosphorylation; AID 619; inhibition, % at 10 µM;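 active = inhibition of 50% or more in the single-concentration screen; inactive = inhibition below 50%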;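 note: 0% = DMSO max control and 100% = H-89 dihydrochloride min control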
CYP2C9 inhib: blocks human cytochrome P450 2C9. inhibition, % at 5 µM. CYP2C9 Supersomes, luciferin-H conversion, luminescence. AID 777. 96,000 tested, 20% active. P11712;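 active = blocking of liver enzyme CYP2C9 beyond about 50% at 5 µM, limit read from the data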; note: values of inactives mirror those of a sister screen read the other way
CYP2C19 act: activators of human cytochrome P450 2C19; activation factor at 5 µM; P33261; recombinant CYP2C19, luciferin-H EGE luminescence; active compounds read high; 0 = fully inhibited enzyme, 1 = untreated enzyme; 96,000 tested, under 10 active;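 active = activation factor of at least 2 at 5 µM in the primary screen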;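 note: 0 = wells with 2.5 mM tranylcypromine and 1 = vehicle-only wells; values of inactives mirror those of a sister screen read the other way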
HIV Rev-RRE inh: HIV Rev-RRE protein-RNA interaction inhibition; Rev peptide-RRE RNA binding, FRET; 97,000 tested, 0.79% active; P05866; inhibition, % at 8 µM;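 active = inhibition above the screen-wide mean plus 3 SD, cut at about 35% in these data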;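 note: 0% = median DMSO wells and 100% = median Neomycin B control wells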
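Assay system: Rev peptide and RRE RNA, both fluorescently labelled; times: 5 min preincubation and 15 min binding, 25 °C; detection: FRET, ex 480 nm, em 540 and 671 nm; read-out basis: % inhibition from 671/540 nm acceptor-to-donor ratio, scaled between controls; benchmarks: DMSO low control, neomycin B high control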
Plk1 PBD FP: inhibitors of human Plk1 polo box domain binding | 97,000 tested, 0.13% active | inhibition, %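 (tested at about 20 µM)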 | P53350 | Plk1 PBD phosphopeptide binding, fluorescence polarization | AID 693; in the data active = inhibition above about 34%, passing the limit was not always enough
* = called active by the depositor; · = not tested or not shown.

| SMILES | HIV Rev-RRE inh | PLK1 kinase inh | EphB4 ephrin blk | CYP2C19 act | CYP2C19 inhib | PLAP act | CYP2C9 inhib | CYP2C9 act | Plk1 PBD FP |
| --- | --- | --- | --- | --- | --- | --- | --- | --- | --- |
| COc1ccc(C2C(=O)N(C3CCCCCC3)CC(=O)N2Cc2ccccc2)cc1OC (stereo unspecified) | 5 | 0 | -10 | 0.9 | 14 | 1.3 | 17 | 0.8 | -33 |
| Cc1cc(Nc2ccc(C)c(F)c2)n2ncnc2n1 | 2 | -10 | -9 | 1 | -1 | 1.9 | -5 | 1 | -5 |
| Cc1ccc(CN(C(=O)c2sc3ccccc3c2Cl)C2CCS(=O)(=O)C2)cc1 (stereo unspecified) | 4 | -14 | 3 | · | · | · | · | · | -13 |
| Cn1c(=O)[nH]c(=O)c2c1nc(N1CCN(Cc3ccccc3)CC1)n2CCCc1ccccc1 | -1 | -5 | -5 | 0.1 | 88* | 1.6 | 31 | 0.7 | -16 |
| c1ccc(OCCCn2nnc(-c3ccncc3)n2)cc1 | 1 | 0 | 6 | · | · | · | · | · | 10 |
| COc1ccc(S(=O)(=O)N2CCN(C(=O)CCC3CCCC3)CC2)cc1 | 4 | -11 | -3 | 0.5 | 55* | 0.9 | 41 | 0.6 | -3 |
| Cn1cccc1Cc1nnc(SCC(=O)N2CCCC2)n1CCc1ccccc1 | -1 | -10 | 3 | 0.9 | 8 | 1.1 | 4 | 1 | 10 |
| CC(C)Cc1cc(C(=O)N2CCN(c3ccc(F)cc3)CC2)no1 | · | · | · | 0.2 | 76* | 1.4 | 65* | 0.3 | · |
| Cc1nc(SCC(=O)NC2CCCC2)[nH]c(=O)c1Cc1ccccc1 | 0 | -11 | -5 | 0.8 | 16 | 1 | 46 | 0.5 | -7 |
| Cc1ccc2c(c1)c1c(n2CC(O)Cn2c(C)nc3ccccc32)CCCC1 (stereo unspecified) | 2 | -3 | -1 | 0.9 | 14 | 1.5 | 77* | 0.2 | -7 |
| COC(=O)CSc1nc2ccccc2o1 | 9 | -8 | 0 | 1 | 3 | 1 | 11 | 0.9 | 2 |
| CCCN1C2CCCC1CC(NC(=O)Nc1ccc(C(C)C)cc1)C2 (stereo unspecified) | 6 | -1 | 9 | · | · | · | · | · | 15 |
| Cc1ccc(N2CN=C(c3ccccc3)NC2=S)cc1 | 1 | -10 | -2 | 0 | 99* | 1 | 76* | 0.2 | 3 |
| CC(=O)NCCc1cc2ccc(C)cc2[nH]c1=O | 10 | -6 | 3 | 1 | -2 | 0.9 | 2 | 1 | -5 |
| CC(C)(C)NC(=O)CSc1nnc(-c2ccncc2)n1Cc1ccccc1 | 0 | 1 | 2 | 0.2 | 80* | 0.9 | 50* | 0.5 | -4 |
| CC(C)CC(NC(N)=O)C(=O)OCC(=O)NC(=O)NC1CCCC1 (stereo unspecified) | -4 | -6 | 2 | 0.4 | 57* | 1.1 | 15 | 0.9 | 2 |
| N#Cc1cnn(-c2ccccc2)c1N | -1 | -5 | -8 | 1.1 | -9 | 1 | 0 | 1 | -19 |
| O=S(=O)(Nc1nc2ccccc2s1)c1ccc(Cl)s1 | 8 | -14 | 1 | 0.3 | 65* | 1 | 95* | 0 | -12 |
| COCCNC(=O)CSCc1nc(-c2ccc(SC)cc2)oc1C | 5 | -5 | 6 | 1 | -2 | 1.2 | -5 | 1 | -11 |
| O=C(Nc1cccc(C(F)(F)F)c1)c1cccnc1 | 3 | -12 | -9 | 1 | -4 | 1 | -7 | 1.1 | -6 |
| COc1cc(C(=O)Nc2ccc3c(c2)OCCO3)ccc1OC(F)F | · | · | · | 0.1 | 88* | 0.9 | -81 | 1.8 | · |
| OCCn1c(Cl)nc2ccccc21 | 4 | -15 | 8 | · | · | · | · | · | -1 |
| CC(C)CN(CC(C)C)C(=O)C12CCC(C)(C(=O)C1)C2(C)C (stereo unspecified) | 5 | -2 | 4 | 0.9 | 6 | 1 | 7 | 0.9 | -12 |
| Cc1ccnc(NS(=O)(=O)c2ccc(N)cc2)n1 | 4 | -3 | 0 | 0.8 | 18 | 0.9 | 21 | 0.8 | 1 |
| C/C(Cn1nc([N+](=O)[O-])cc1C)=N\NC(=O)c1ccc(O)cc1O | 7 | -8 | 0 | 0.9 | 5 | 1 | 14 | 0.9 | 11 |
| O=C(COc1cccc(Cl)c1)Nc1nc(-c2ccc(S(=O)(=O)N3CCOCC3)cc2)cs1 | -5 | -8 | -2 | · | · | · | · | · | 16 |
| Cc1ccc(N=C/C(C(=O)C(F)(F)F)=C(\O)c2cccs2)cc1 | 1 | -13 | 9 | 0.7 | 35 | 0.9 | 36 | 0.6 | -16 |
| O=C(Nc1ccon1)c1csc2ccccc12 | 3 | -13 | 1 | 0.9 | 8 | 0.8 | -4 | 1 | -26 |
| CCOC(=O)/C(=C/c1c2ccccc2cc2ccccc12)NC(=O)c1ccccc1 | 9 | -5 | 0 | 0.9 | 6 | 0.9 | 28 | 0.7 | 23 |
| COc1ccc(CCNS(=O)(=O)c2ccc(C(=O)NCc3ccco3)cc2)cc1OC | 2 | -13 | -4 | 0.4 | 57* | 1.1 | 72* | 0.3 | 2 |
| Cc1ccc(-n2c(-c3c(-c4ccccc4)noc3C)n[nH]c2=S)cc1 | 9 | 7 | 6 | 0.4 | 62* | 2.1* | 68* | 0.3 | 16 |
| Nc1[nH]nc2nc(N3CCOCC3)nc(-c3ccccc3)c12 | 9 | 68* | -6 | 1 | 4 | 1.1 | 2 | 1 | -7 |
| Cc1cc(-c2ccc(Cl)cc2)n2nc(N)nc2n1 | 1 | -5 | -6 | 1 | 4 | 1.1 | -15 | 1.2 | -9 |
| CC(OC(=O)c1cc2sccc2n1C)C(=O)NCc1cccs1 (stereo unspecified) | 5 | 0 | -2 | 0.5 | 45 | 1.2 | 77* | 0.2 | -9 |
| CCOc1ccc(C(=O)NCC(=O)OC2CCOC2=O)cc1OCC (stereo unspecified) | 3 | -4 | 0 | 1 | -1 | 1.2 | -7 | 1.1 | -1 |
| COCCNC(=O)CCSCc1ccccc1F | · | · | · | 0.6 | 37 | 1 | 7 | 0.9 | · |
| CCOc1ccc(OCC)c(C2C(C#N)=C(N)N(c3cccnc3)C3=C2C(=O)CC(C)(C)C3)c1 (stereo unspecified) | -1 | -11 | -4 | 1.1 | -14 | 1.5 | 1 | 1 | 4 |
| CCOc1cc(/C=N\Nc2ccc([N+](=O)[O-])cc2)ccc1OCC(=O)Nc1ccc(C)c(C)c1 | 35 | -10 | -1 | 1 | -1 | 0.7 | 6 | 0.9 | -4 |
| Cc1cccc(C(=O)N2CCC(n3nnc4cc(F)ccc43)CC2)c1 | 2 | 10 | 2 | 0.2 | 84* | 1.4 | 82* | 0.2 | 15 |
| COc1ccc(NC(=O)Nc2c(C)n(-c3ccccc3)c(=O)n2C)cc1OC | 3 | -15 | -4 | 1.2 | -25 | 1 | -14 | 1.1 | -8 |
| Cn1nc(C(=O)Nc2cccc(C(F)(F)F)c2)c2ccccc2c1=O | 11 | -4 | -9 | 0.8 | 20 | 1.1 | -16 | 1.2 | 12 |
| CC1CCCC(NC(=O)COC(=O)c2c[nH]c(=O)[nH]c2=O)C1C (stereo unspecified) | 13 | -13 | 6 | 1.1 | -5 | 0.9 | -31 | 1.3 | 4 |
| CN(C)CC(C)(C)CNS(=O)(=O)c1ccc(Cl)c(Cl)c1 | 1 | -11 | 1 | 0.2 | 83* | 1 | 50* | 0.5 | -2 |
| CC1(C)Cc2ccccc2C(c2cc3ccccc3oc2=O)=N1 | 4 | -10 | -6 | · | · | · | · | · | 0 |
| CC1(C(=O)Nc2nnc(C(C)(C)C)s2)Cc2ccccc2C(=O)O1 (stereo unspecified) | 2 | 0 | 2 | 1.1 | -5 | 1.1 | 12 | 0.9 | -3 |
| Cc1ccc2nc(Nc3ccccc3)c(/C=N/O)c(=O)n2c1 | 2 | -1 | -3 | · | · | · | · | · | 0 |
| O=C(Cn1nnc2c(cnn2-c2ccc(F)cc2)c1=O)OC1CCCCC1 | 13 | 2 | -1 | 0.4 | 62* | 1.3 | 46 | 0.5 | 9 |
| Cc1ccc(NC(=O)c2cc(N(C)C)ccc2[P+](=O)O)cc1 | 0 | -4 | -8 | 1 | -4 | 0.9 | 4 | 1 | -7 |

Some of these compounds in order of count of non-hydrogen atoms, largest number first:
| SMILES | HIV Rev-RRE inh | PLK1 kinase inh | EphB4 ephrin blk | CYP2C19 act | CYP2C19 inhib | PLAP act | CYP2C9 inhib | CYP2C9 act | Plk1 PBD FP |
| --- | --- | --- | --- | --- | --- | --- | --- | --- | --- |
| Cn1nc(C(=O)Nc2cccc(C(F)(F)F)c2)c2ccccc2c1=O | 11 | -4 | -9 | 0.8 | 20 | 1.1 | -16 | 1.2 | 12 |
| CC1(C(=O)Nc2nnc(C(C)(C)C)s2)Cc2ccccc2C(=O)O1 (stereo unspecified) | 2 | 0 | 2 | 1.1 | -5 | 1.1 | 12 | 0.9 | -3 |
| CC1CCCC(NC(=O)COC(=O)c2c[nH]c(=O)[nH]c2=O)C1C (stereo unspecified) | 13 | -13 | 6 | 1.1 | -5 | 0.9 | -31 | 1.3 | 4 |
| Cc1ccc2nc(Nc3ccccc3)c(/C=N/O)c(=O)n2c1 | 2 | -1 | -3 | · | · | · | · | · | 0 |
| CN(C)CC(C)(C)CNS(=O)(=O)c1ccc(Cl)c(Cl)c1 | 1 | -11 | 1 | 0.2 | 83* | 1 | 50* | 0.5 | -2 |

Reformatted: four of the compounds above.
CC1CCCC(NC(=O)COC(=O)c2c[nH]c(=O)[nH]c2=O)C1C (stereo unspecified)
- HIV Rev-RRE inh: 13
- PLK1 kinase inh: -13
- EphB4 ephrin blk: 6
- CYP2C19 act: 1.1
- CYP2C19 inhib: -5
- PLAP act: 0.9
- CYP2C9 inhib: -31
- CYP2C9 act: 1.3
- Plk1 PBD FP: 4
CN(C)CC(C)(C)CNS(=O)(=O)c1ccc(Cl)c(Cl)c1
- HIV Rev-RRE inh: 1
- PLK1 kinase inh: -11
- EphB4 ephrin blk: 1
- CYP2C19 act: 0.2
- CYP2C19 inhib: 83*
- PLAP act: 1
- CYP2C9 inhib: 50*
- CYP2C9 act: 0.5
- Plk1 PBD FP: -2
CC1(C)Cc2ccccc2C(c2cc3ccccc3oc2=O)=N1
- HIV Rev-RRE inh: 4
- PLK1 kinase inh: -10
- EphB4 ephrin blk: -6
- CYP2C19 act: ·
- CYP2C19 inhib: ·
- PLAP act: ·
- CYP2C9 inhib: ·
- CYP2C9 act: ·
- Plk1 PBD FP: 0
CC1(C(=O)Nc2nnc(C(C)(C)C)s2)Cc2ccccc2C(=O)O1 (stereo unspecified)
- HIV Rev-RRE inh: 2
- PLK1 kinase inh: 0
- EphB4 ephrin blk: 2
- CYP2C19 act: 1.1
- CYP2C19 inhib: -5
- PLAP act: 1.1
- CYP2C9 inhib: 12
- CYP2C9 act: 0.9
- Plk1 PBD FP: -3
